High-throughput results as filed in PubChem BioAssay.
Dicer inh = inhibitors of Dicer pre-microRNA processing, primary screen, biochemical, cat-ELCCA, chemiluminescence. cat-ELCCA pre-miR-21 Dicer processing; stronger effect = higher value. hit rate 6% among 47,000. AID 1347074, 2019. z-score at 25 µM; in the data active means z-score above about 3, passing the limit was not always enough;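 further: plate controls were vehicle for no effect and no enzyme for full effect; higher signal means more uncleaved substrate so more Dicer inhibition; strong numbers were not always called active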
* hit, by the source's call. This is a subset, so the mix of outcomes need not match the whole.

| compound | Dicer inh |
| --- | --- |
| Fc1ccc(CSc2ncnc3sc4c(c23)CCCC4)cc1 | -1.3 |
| CCOC(=O)c1c(N)sc2c1CCC(C)C2 (configuration not stated) | -5.9 |
| CC(C)(CO)NC(=S)Nc1ccc(F)c(Cl)c1 | -0.58 |
| CCc1nc(-c2cc3ccc(C)cc3[nH]c2=O)no1 | 0.55 |
| N=C(N)c1ccc(C(N)=O)cc1 | 0.06 |
| Oc1ccc(-c2csc(Nc3ccccn3)n2)cc1 | 0.3 |
| O=C(c1cccc(CSc2ccc(Cl)cc2)c1)N1CCN(c2ncccc2C(F)(F)F)CC1 | -0.99 |
| FC(F)(F)c1cnc(/C=N/NC(=S)Nc2ccc(Cl)cc2)c(Sc2ccc(Cl)cc2)c1 | -0.3 |
| Cc1ccc(C2CC(c3cccc(C)c3)n3nc(N)nc3N2)cc1 (configuration not stated) | 0.14 |
| O=c1c2ccccc2c(-c2ccc(Cl)cc2)nn1CN1CCOCC1 | 0.29 |
| C=CC[n+]1sc2ccc(Cl)cc2c1C | -0.29 |
| Cc1cc(=O)oc2cc(OCC(=O)O)ccc12 | 0.39 |
| CCOC(=O)c1sc(NC(=O)c2ccc([N+](=O)[O-])s2)nc1C | 2.5 |
| O=C(OCCOCCN=C1NS(=O)(=O)c2ccccc21)c1ccc(F)cc1 | -0.02 |
| CCOC(=O)c1oc2nc3c(c(-c4cccnc4)c2c1N)CCc1ccccc1-3 | -1.4 |
| Clc1ccc(-c2csc(-c3ccno3)n2)s1 | 1.7 |
| CCOC(=O)NC(Nc1ccc(F)c(F)c1F)(C(=O)OCC)C(F)(F)F (configuration not stated) | -0.91 |
| COc1ccc(C2CC(=O)C3=C(C2)Nc2ccccc2NC3c2ccc(OC)cc2OC)cc1 (configuration not stated) | 3* |
| CSc1nccc(-c2cccs2)n1 | 2.4 |
| COc1ccc(Nc2nc3c([nH]2)c(=O)[nH]c(=O)n3C)cc1 | -0.99 |
| COCCCN1C(=O)C(=O)/C(=C(\O)c2ccc(F)cc2)C12C(=O)N(C)c1ccccc12 (configuration not stated) | 2.3 |
| Cc1c(-c2cc(N)n(C)n2)sc2ccc(Cl)cc12 | 1.8 |
| CCCc1c(O)nc(SCc2ccccc2)[nH]c1=O | 2.3 |
| CCCc1cc(=O)oc2c1c(C)nn2-c1ccccc1 | -2.4 |
| COC(=O)c1ccc(S(=O)(=O)NCc2ccccc2)n1C | 1.2 |
| O=C(COC(=O)c1cccc(S(=O)(=O)N2CCOCC2)c1)c1ccccc1 | 0.09 |
| COc1ccc(CCNC(=O)C(NC(=O)OCc2ccccc2)C(C)C)cc1OC (configuration not stated) | 1.5 |
| Fc1cccc(F)c1CSc1ccccc1C1=NCCCN1 | -1.5 |
| CC1CN(CCO)Cc2ccc(Cl)cc21 (configuration not stated) | 3.2* |
| CCCCSc1nnc2c(n1)OC(c1ccc(C)o1)N(C(C)=O)c1ccccc1-2 (configuration not stated) | 0.85 |
| O=C1NCCc2c1[nH]c1ccc(C3CCCCC3)cc21 | 2.3 |
| Cc1cccc(C)c1NC(=O)n1nccc1-c1c(-c2ccc(Cl)cc2)noc1C | -0.25 |
| CC1=C(C(=O)OCCc2ccccc2)C(c2ccccn2)C2=C(CC(C)(C)CC2=O)N1 (configuration not stated) | -1.1 |
| Cc1cc(C)n(-c2ccc(-n3cccc3/C=C(/C#N)S(=O)(=O)c3ccccc3)cc2)n1 | 0.48 |
| Cc1ccc(O)c(C2=NN3C(C2)c2cc(Cl)ccc2OC3c2ccncc2)c1 (configuration not stated) | -0.01 |
| CCOC(=O)c1c(NC(=O)CSc2nc3ccccc3s2)sc2c1CCC2 | 0.23 |
| Cc1cc(C)n(CC(O)Cn2c(C)c(C)c3ccccc32)n1 (configuration not stated) | 0.55 |
| CCOc1ccc2nc(NC(=O)c3ccc([N+](=O)[O-])o3)sc2c1 | 1 |
| O=C(NNC(=O)c1cccs1)c1csc(COc2ccc(C3SCCS3)cc2)n1 | 2.6 |
| Cc1nnc(C(C)C)n1C1CC2CCC(C1)N2CC[C@H](NC(=O)C1CCC(F)(F)CC1)c1ccccc1 (some centres not stated) | -0.69 |
| CCOC(=O)C1=NOC2C(=O)N(c3ccc(F)cc3)C(=O)C12 (configuration not stated) | 1.3 |
| CN(CCc1ccccn1)C(=O)Nc1ccccc1 | 41 |
| FC(F)(F)c1cc(-c2cccnc2)nc2c(-c3ccc(Cl)cc3)cnn12 | -0.12 |
| C=CCn1c(C(C)Oc2ccc(Cl)cc2)n[nH]c1=S (configuration not stated) | -2.2 |
| Cc1ccc2c(c1)NC(c1ccccc1)C1=C(CC(C)(C)CC1=O)N2 (configuration not stated) | -1.4 |
| CC(OCc1ccccc1)C(NC(=O)OC(C)(C)C)C(N)=O (configuration not stated) | -0.63 |
| O=C(NCCNS(=O)(=O)c1ccc(C(F)(F)F)cc1)N1CCOCC1 | 0.65 |
| O=C(C1=NNCC1c1ccccc1)c1ccc2c(ccc3ccccc32)c1 (configuration not stated) | 1.6 |

5 structures from above, arranged by SMILES length, ascending:
| compound | Dicer inh |
| --- | --- |
| CN(CCc1ccccn1)C(=O)Nc1ccccc1 | 41 |
| C=CCn1c(C(C)Oc2ccc(Cl)cc2)n[nH]c1=S (configuration not stated) | -2.2 |
| CCOC(=O)C1=NOC2C(=O)N(c3ccc(F)cc3)C(=O)C12 (configuration not stated) | 1.3 |
| Cc1ccc2c(c1)NC(c1ccccc1)C1=C(CC(C)(C)CC1=O)N2 (configuration not stated) | -1.4 |
| FC(F)(F)c1cc(-c2cccnc2)nc2c(-c3ccc(Cl)cc3)cnn12 | -0.12 |

Remaining list, next part
| compound | Dicer inh |
| --- | --- |
| CC(C)S(=O)(=O)c1cnc(COc2ccc(C(C)(C)C)cc2)nc1N | -1.3 |
| Nc1nnc(SCC(=O)c2ccc(Cl)cc2)s1 | 0.51 |
| O=C(CSc1nc2ccccc2s1)NCCCN1CCOCC1 | 1.7 |
| O=C(O)CC(CC(=O)Oc1ccccc1N1CCCCC1)c1ccccc1 (configuration not stated) | 4.5* |
| O=C(Cn1cc(C(=O)c2ccco2)c2ccccc21)NCC1CCCO1 (configuration not stated) | -1.4 |
| CC1CC(NC(=S)NC2CC3C=CC2C3)CC(C)(C)C1 (configuration not stated) | 0.49 |
| N#Cc1cc(N)ccc1SCc1ccccc1 | -3.1 |
| CN(C)C(=S)NC(Cc1ccccc1)c1ccccc1 (configuration not stated) | 0.6 |
| Cc1ccc(C)n1-c1ccccc1C1C=NNC1=O (configuration not stated) | -0.02 |
| Cc1ccc(C2Nn3c(nnc3-c3ccccc3)SC2C(=O)N2CCCCC2C)cc1 (configuration not stated) | 3* |
| Cc1c(C)c(C)c(S(=O)(=O)Oc2ccc(Cl)c(Cl)c2)c(C)c1C | 0.31 |
| CCOC(=O)c1sc(-c2ccc3c(c2)CCO3)nc1C | -0.47 |
| Cc1ccc(C)n1-c1nn(S(=O)(=O)c2cccc(C(F)(F)F)c2)c2cccc(F)c12 | -1.5 |
| C=C1C(=O)O[C@@H]2[C@H]3O[C@]3(C)CC/C=C(\C)CC[C@@H]12 | -0.38 |
| CC(C)C(=O)NNc1ncccc1C(F)(F)F | -0.82 |
| Cc1cc(C)c2cc(C(=O)NCCNc3ccc(C(F)(F)F)cn3)[nH]c2c1 | -1.8 |
| Cc1c(Cc2c(F)cccc2Cl)c(=O)oc2cc(O)ccc12 | -0.21 |
| CSc1sc(C#N)c(C)c1-c1ccn(S(=O)(=O)c2cc(Cl)ccc2Cl)n1 | -0.71 |
| COc1ccccc1C1OC(=O)CC1C(=O)O (configuration not stated) | -0.25 |
| O=C(OCCN=C1NS(=O)(=O)c2ccccc21)C1CC(=O)N(c2ccc(Cl)cc2)C1 (configuration not stated) | 1.7 |
| Cc1ccc(Nc2nc(C(C)(C)C)cs2)c(C)c1 | -2.2 |
| Cc1onc(-c2c(Cl)cccc2Cl)c1NC(=O)Oc1ccc(F)cc1Cl | -0.65 |
| O=C1c2cccc3cccc(c23)C(=O)N1Nc1ccccc1 | 0.66 |
| CCOC(=O)/C(C)=N/Nc1ccccc1 | -1 |
| O=C1c2cccc3cccc(c23)C(=O)N1CCCCN1CCN(c2ccccc2Cl)CC1 | 1.3 |
| O=C(NC1CCCCNC1=O)c1cn(S(=O)(=O)c2ccccc2)c2ccccc12 (configuration not stated) | -0.71 |
| N#Cc1c(N2CCCC2)ccc(Br)c1Cl | -0.64 |
| Cc1c(C)n(CC(O)CNCCc2ccccc2)c2ccccc12 (configuration not stated) | -1.2 |
| CCOC(=O)c1c(NC(=O)CN(CC)CC)sc2c1CCCC2 | -0.77 |
| Nc1ccc(S(=O)(=O)c2ccc(N)cc2)cc1 | 1.5 |
| CCOC(=O)C1=C(C)NC2=C(C(=O)CC(c3cccs3)C2)C1c1coc2ccc(C)cc2c1=O (configuration not stated) | 0.69 |
| CCC(=O)N1c2c(C)cc(C)cc2C(=C2SC(C(=O)OC)=C(C(=O)OC)S2)C(=S)C1(C)C | -1.1 |
| CSc1sc(C(=O)Nc2ccccc2Cl)cc1-c1nc(-c2ccc(Cl)cc2)cs1 | 1.1 |
| O=C(O)c1ccc(C(=O)O)c(C(=O)O)c1 | 0.48 |
| O=C(O)c1cccc(Nc2ncnc3c2cnn3-c2ccccc2)c1 | 1.5 |
| O=C1CC(c2ccccc2)CC2=C1C(c1ccccn1)Nc1ccccc1N2 (configuration not stated) | 1 |
| COCCOC(=O)C1=C(C)NC2=C(C(=O)CCC2)C1c1ccc(Cl)cc1 (configuration not stated) | -0.53 |
| CS(=O)(=O)c1scc(-c2ccccc2Cl)c1C#N | -0.2 |
| CCCCc1cc(C)c2nc(-c3ccc(OC)c(OC)c3)cc(C(=O)O)c2c1 | -6.4 |
| c1ccc(C(NCCNC(c2ccccc2)c2ccccc2)c2ccccc2)cc1 | -2 |
| CCN(CC)CC(=O)NN1CC(=O)N(c2cccc(Cl)c2)CC1=O | -0.21 |
| Cc1cccc(NC(=O)c2c(O)c3ccccc3n(C)c2=O)n1 | 0.19 |
| Cc1cc(S(=O)(=O)Cc2ccc(N)cc2)c(C)cc1Cl | -0.4 |
| Cc1cc(C)nc(SCC(=O)Nc2c(C)n[nH]c2C)n1 | 0.71 |
| Clc1cccc(-c2nc(-c3cccnc3)no2)c1 | -0.16 |
| CCC(C)OC(=O)C(C)Oc1ccc2c(=O)c(-c3ccccc3)coc2c1 (configuration not stated) | -0.16 |
| Cc1c2c(=O)n(-c3ccccc3)[nH]c2cc(=O)n1Cc1ccc2c(c1)OCO2 | -2 |
| Cc1nc(C)c(-c2csc(Nc3ccc(C(=O)O)cc3)n2)s1 | -1.9 |
| O=C(CO/N=C/c1c(Cl)cccc1Cl)NNC(=O)c1cccc(Cl)c1 | 2.4 |
| CCCCN1Cc2c(n(Cc3ccccc3)c3cc(-c4ccccc4)nn3c2=O)C1=O | -0.1 |
| CCCN(CCC)C(=O)Cn1cnc2c1c(=O)n(C)c(=O)n2C | 2.2 |
| O=c1c(-c2ccccc2)coc2cc(OCc3ccc(F)cc3)ccc12 | -0.71 |
| Clc1ccc(Nc2nc(-c3ccncc3)cs2)cc1 | 5.6* |
| O=C(Nc1ccccc1)Nc1ccc2ccccc2n1 | 0.14 |
| O=C(CSc1nccc(C(F)(F)F)n1)Nc1ccc(Br)cc1 | -1.1 |
| FC(F)(F)c1ccc(NCn2nnc3ccccc32)cc1 | -5.3 |

For convenience, some entries already given.
| compound | Dicer inh |
| --- | --- |
| Cc1c(C)n(CC(O)CNCCc2ccccc2)c2ccccc12 (configuration not stated) | -1.2 |
| CCOC(=O)c1c(NC(=O)CN(CC)CC)sc2c1CCCC2 | -0.77 |
| Nc1ccc(S(=O)(=O)c2ccc(N)cc2)cc1 | 1.5 |

New compounds follow.
| compound | Dicer inh |
| --- | --- |
| CSC(=S)OCC12CC3CC(CC(C3)C1)C2 | 0.94 |
| CCc1ccc(C(=O)/C=C/Nc2cccc(Cl)c2)cc1 | -1.4 |
| Cc1ccc(S(=O)(=O)Nc2cc(C)cc(C)c2)cc1 | 2.4 |
| Oc1cccc(Nc2nc(-c3cccnc3)cs2)c1 | -0.29 |
| CN(CCO)c1ccc(C(=O)c2ccc(N(C)CCO)cc2)cc1 | -0.79 |
| OC(C#CCN1CCCCC1)(c1ccccc1)c1ccccc1 | 20 |
| CC1(C)Cc2ccccc2C(CSc2ccccc2C(=O)O)=N1 | 0.16 |
| Cc1ccc(S(=O)(=O)Nc2ccc(Cl)cc2SCc2ccccc2)cc1 | 0.6 |
| Cn1c(=O)[nH]c(=O)c2c1nc(NCc1ccco1)n2CC(O)COc1ccccc1 (configuration not stated) | -1.6 |
| COc1ccc(N=C2SCC(c3ccccc3)=NN2C)cc1 | -0.35 |
| Cc1ccc(-c2nnc(Nc3cccc(O)c3)c3ccccc23)cc1S(=O)(=O)NCC1CCCO1 (configuration not stated) | -1.1 |
| Nc1c(C(=O)Nc2ccccc2)c(-c2cccs2)nn1-c1ccc([N+](=O)[O-])cc1 | -1 |
| CCCN1C(=O)C(O)(CC(=O)c2c(C)n[nH]c2C)c2cc(Br)ccc21 (configuration not stated) | 3.2* |
| O=C(Nc1nc(-c2ccc(F)c(F)c2)cs1)Nc1ccc(Cl)cc1Cl | 1.5 |
| O=C1COc2ccc(-c3cc(-c4ccc(F)cc4)c4c(n3)-c3ccccc3OC4)cc2N1 | 0.78 |
| Cc1[nH]c2[nH]n(-c3ccccc3)c(=O)c2c(=O)c1Cc1cccc(Cl)c1 | -1.9 |
| Cc1cc(-c2nn(C)c(=O)c3ccccc23)cc(C)c1OC(=O)Nc1ccccc1 | -0.42 |
| O=c1c(-c2ccc(Cl)cc2)c(C(F)(F)F)oc2c(CN3CCOCC3)c(O)ccc12 | -0.77 |
| O=C(OCCN1CCCCC1)C1COc2ccccc2O1 (configuration not stated) | 3.4* |
| Cc1nc2ccccc2c2c1C(=O)N(c1ccc(C(=O)OCC(=O)c3ccccc3)cc1)C2=O | 0.06 |
| CCCn1c(-c2ccc(F)cc2)n[nH]c1=O | -0.26 |
| CCO/C=C1\SC(=S)N(/N=C/c2cccc(Cl)c2)C1=O | -2.3 |
| COc1ccc(S(=O)(=O)Nc2c(C)cc(O)cc2C)cc1 | 5.2* |
| CSc1ncccc1C(=O)NC(CC(C)C)C(=O)O (configuration not stated) | -1.8 |
| Cc1ccc(C(=O)CC2(O)C(=O)Nc3ccccc32)cc1 (configuration not stated) | -0.4 |
| O=C(O)/C=C\C(=O)NCc1csc2ccccc12 | 5.3* |
